From PubChem BioAssay
ADAM17 inh: ADAM17 inhibition, QFRET primary screen | recombinant ADAM17, EDANS/DABCYL FRET peptide cleavage | actives 0.83% (n = 370,000) | P78536 | inhibition, % at 6.95 µM | AID 720648;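 active = inhibition above the mean of compounds lying between control limits plus 3 SD, set per campaign, cut at about 8.5% in these data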;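 also: 0% = DMSO-only wells as the low control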
ssDAF12 agonist: activators of S. stercoralis DAF-12 nuclear receptor; AID 652126; HEK293 ssDAF-12/GRIP1 lit1-tk-luc reporter, luminescence; % of 3 µM dafachronic acid response; activation, % at 6.8 µM; actives 1% (n = 370,000);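 active = activation above the mean over all tested compounds plus 3 SD, cut at about 0.9% in these data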;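 also: 0% = DMSO-only wells and 100% = 3 µM delta7-dafachronic acid wells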
hgDAF-12 ag: activates the H. glycines DAF-12 receptor ligand-binding domain; HEK293 GAL4-hgDAF12 UAS-luciferase reporter, agonist luminescence; normalized to butyrate control; activation, % at 6.8 µM; actives 1.8% (n = 370,000); AID 687014;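 active = activation above a cutoff set at the mean of all screened compounds plus 3 SD, cut at about 10% in these data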;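 also: 0% = DMSO wells and 100% = sodium butyrate wells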
PLCb3 inh: inhibitors of human phospholipase C beta3; Purified PLC-beta3, fluorogenic substrate, fluorescence; actives 0.18% (n = 370,000); inhibition, % at 12.2 µM; Q01970; in the data active = inhibition above about 11%;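 also: 0% = median of compound wells on plate and 100% = full blocker control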
sPLA2-III inh: Inhibits HGIII-sPLA2 liposome hydrolysis, primary screen; Q9NZ20; QFRET BODIPY PC-A2 liposome hydrolysis, fluorescence; inhibition, % at 12.2 µM; actives 0.56% (n = 370,000); AID 743126;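 active = inhibition above mean plus 3 SD of compounds lying within the high and low control bounds, cut at about 19% in these data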;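 also: 0% = median of test compound wells and 100% = no enzyme DMSO wells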
DAX1 inh-1: DAX1 (NR0B1) inhibition, primary screen; HEK293T StAR-luciferase reporter, SF-1/DAX-1 repression relief; inhibition, % at 6.8 µM; actives 1.1% (n = 370,000); AID 652010;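 active = inhibition above the mean over all tested compounds plus 3 SD, cut at about 3.6% in these data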;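 also: 0% = DAX-1 cells with DMSO and 100% = cells lacking DAX-1 with DMSO; higher inhibition means more luminescence from relief of DAX-1 repression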
FXN GAA850 act: activators of GAA850 frataxin (FXN) promoter | HEK293 lucGAA850 FXN promoter luciferase reporter, 24 h; percent of 10 µM SAHA response | actives 0.56% (n = 360,000) | AID 540364 | activation, % at 6 µM;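 active = activation above the average of all compounds screened plus 3 SD, cutoff fixed separately per campaign, cut at about 7.5% in these data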;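 also: 0% = DMSO wells and 100% = 10 µM SAHA wells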
hcDAF-12 act: activates DAF-12 receptor from parasite H. contortus. HEK293 hcDAF-12 lit1-tk-luc reporter, luminescence; 0% DMSO, 100% Δ7-dafachronic acid. activation, % at 6.8 µM. actives 1.4% (n = 370,000);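 active = activation above the mean of all tested compounds plus 3 SD, cut at about 5.5% in these data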;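 also: 100% = response to 3 µM Δ7-dafachronic acid high control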
PLC-gamma1 inh: inhibitors of human phospholipase C gamma1. purified PLC-gamma1, fluorogenic substrate, fluorescence. inhibition, % at 12.2 µM. AID 720700. actives 0.84% (n = 370,000). P19174; in the data active = inhibition above about 9.5%
Target sequence (P19174 whole entry, looked up): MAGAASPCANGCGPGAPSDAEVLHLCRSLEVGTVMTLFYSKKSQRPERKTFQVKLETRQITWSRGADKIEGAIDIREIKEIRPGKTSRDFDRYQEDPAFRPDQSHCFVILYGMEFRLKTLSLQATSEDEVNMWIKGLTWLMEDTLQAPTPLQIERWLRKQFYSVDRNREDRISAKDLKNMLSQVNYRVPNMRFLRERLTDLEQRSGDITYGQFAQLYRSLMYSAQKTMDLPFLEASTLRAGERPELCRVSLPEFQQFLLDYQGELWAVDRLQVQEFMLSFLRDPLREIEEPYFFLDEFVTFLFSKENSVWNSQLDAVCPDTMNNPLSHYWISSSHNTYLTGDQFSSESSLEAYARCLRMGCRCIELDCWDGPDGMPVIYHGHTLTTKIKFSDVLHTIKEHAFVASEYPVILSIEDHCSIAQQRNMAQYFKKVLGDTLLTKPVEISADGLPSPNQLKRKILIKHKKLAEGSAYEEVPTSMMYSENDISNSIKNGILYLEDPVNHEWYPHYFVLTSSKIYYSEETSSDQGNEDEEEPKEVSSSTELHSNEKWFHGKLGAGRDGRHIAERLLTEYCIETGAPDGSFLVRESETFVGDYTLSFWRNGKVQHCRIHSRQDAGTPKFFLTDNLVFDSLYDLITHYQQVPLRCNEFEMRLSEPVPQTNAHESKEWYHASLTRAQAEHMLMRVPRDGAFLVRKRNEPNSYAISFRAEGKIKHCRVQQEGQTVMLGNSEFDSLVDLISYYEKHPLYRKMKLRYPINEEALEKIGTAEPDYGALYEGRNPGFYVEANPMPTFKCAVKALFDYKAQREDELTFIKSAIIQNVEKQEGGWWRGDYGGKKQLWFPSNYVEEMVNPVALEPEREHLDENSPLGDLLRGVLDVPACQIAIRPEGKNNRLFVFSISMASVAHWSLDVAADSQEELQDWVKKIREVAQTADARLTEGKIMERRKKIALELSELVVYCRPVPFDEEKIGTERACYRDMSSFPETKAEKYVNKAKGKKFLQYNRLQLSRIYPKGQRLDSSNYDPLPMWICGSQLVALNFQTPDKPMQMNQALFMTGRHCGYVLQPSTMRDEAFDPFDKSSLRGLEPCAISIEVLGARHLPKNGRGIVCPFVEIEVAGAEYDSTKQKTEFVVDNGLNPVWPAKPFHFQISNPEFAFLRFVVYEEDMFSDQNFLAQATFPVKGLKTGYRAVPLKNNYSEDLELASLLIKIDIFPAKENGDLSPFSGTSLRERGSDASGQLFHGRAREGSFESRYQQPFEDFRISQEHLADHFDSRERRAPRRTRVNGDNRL
DAX1 inh-2: inhibitors of human orphan nuclear receptor DAX1 (NR0B1) | P51843 | HEK293 Gal4-DAX1 luciferase reporter, luminescence | inhibition, % at 6.75 µM | actives 0.99% (n = 340,000) | AID 504766;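 active = inhibition above the mean over all tested compounds plus 3 SD, cut at about 4.2% in these data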;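 also: 0% = DAX1-transfected cells with DMSO and 100% = empty-vector control cells with DMSO; inhibition shows as a rise in luminescence from relieved DAX1 repression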
ADAM10 inh: inhibitors of human ADAM10. O14672. actives 0.62% (n = 370,000). recombinant ADAM10, EDANS/DABCYL FRET peptide cleavage, 3 h. inhibition, % at 7 µM. AID 720582;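 active = inhibition above a per-campaign cutoff equal to the mean of compounds falling between control-based bounds plus 3 SD, cut at about 20% in these data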;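 also: 0% = DMSO wells while the 100% control is not disclosed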
Numbers without * were called inactive.

SMILES | ADAM17 inh | ssDAF12 agonist | hgDAF-12 ag | PLCb3 inh | sPLA2-III inh | DAX1 inh-1 | FXN GAA850 act | hcDAF-12 act | PLC-gamma1 inh | DAX1 inh-2 | ADAM10 inh
Cc1cccc(C)c1OC(=O)CN1C(=O)c2ccccc2C1=O | -1 | -1.2 | 1.8 | 2 | -3 | -0.3 | 0.2 | 0.9 | -2 | 0.0 | -2
O=C(Cn1nnc(-c2ccccc2F)n1)OCC(=O)c1ccccc1 | -6 | -0.8 | 2.4 | -3 | 1 | -0.5 | 2.3 | -1.7 | -2 | -0.2 | -4
N=c1n(CCN2CCOCC2)c2ccccc2n1CC(O)COc1ccccc1 (centres undefined) | -2 | -1.1 | 1.4 | 2 | -1 | 0.2 | 0.6 | -1.9 | -3 | -0.5 | -2
COc1ccc(S(=O)(=O)N2C(=O)/C(=C3\SC(N)=NC3=O)c3ccccc32)cc1 | -2 | -1.4 | 2.1 | -4 | -5 | 1.0 | 0.7 | 1.4 | 0 | 0.1 | 6
CC(=O)N1CCN(c2ccc(NC(=O)c3ccc(Cl)cc3)cc2)CC1 | 0 | -0.3 | 1.9 | -1 | 4 | 0.1 | 1.8 | -2.2 | 2 | -0.9 | 5
O=C(Nc1ccc2c(c1)OCO2)C1CCCN(S(=O)(=O)Cc2ccccc2)C1 (centres undefined) | -2 | -1.3 | -0.7 | 4 | -2 | 0.8 | -1.6 | -2.2 | 2 | -0.3 | 6
CCOc1cccc(-c2c(C(=O)N/N=C(\C)c3cccnc3)nnn2-c2nonc2N)c1 | 6 | -0.4 | -0.7 | -11 | -13 | 0.6 | 2.4 | 0.1 | -3 | 0.4 | 10
CC(=O)Nc1ccc(S(=O)(=O)NCc2ccc(C)n2C)cc1 | 0 | -0.9 | -1.7 | -8 | 2 | 0.2 | -1.2 | -1.5 | -4 | 1.5 | -6
C=CC(C)n1c(Br)nc2c1c(=O)[nH]c(=O)n2C (centres undefined) | -2 | -0.9 | -1.0 | 4 | 1 | 0.1 | -4.0 | -2.4 | 2 | 1.5 | 1
CCN1C(=O)/C(=C\N2CCCc3ccccc32)SC1=S | -2 | -1.3 | -0.5 | 2 | 4 | -0.2 | 1.5 | -0.6 | 0 | -0.4 | 7
Cc1ccccc1C#N | -3 | -0.4 | -1.7 | 3 | -3 | 1.6 | 0.9 | -0.4 | 0 | 0.0 | -6
COc1ccc(NC(=O)CN(c2ccc(F)cc2)S(=O)(=O)c2ccccc2)c(OC)c1 | 3 | -1.8 | -1.6 | -4 | -18 | -0.7 | 0.8 | -1.9 | 1 | 0.1 | 6
Fc1ccccc1NC(=S)NCCc1cccc(Cl)c1 | 1 | -0.7 | 3.5 | -5 | 4 | 1.5 | 4.5 | 0.4 | -1 | -0.1 | 0
NC(=O)c1c(N)sc(=S)n1-c1ccccc1 | 0 | -0.6 | 0.8 | 3 | -1 | -0.1 | 0.9 | -0.7 | 4 | 0.1 | 8
COc1ccc(C(=O)NNC(=O)Cc2nc3ccccc3n2C)cc1 | -4 | -0.5 | 2.3 | 2 | -5 | -0.2 | -1.0 | 0.8 | 1 | 0.0 | -37
Cc1ccc(C(=O)Oc2cc(-c3ccccc3)no2)cc1 | -2 | -0.6 | 0.3 | -1 | -3 | -0.6 | 1.1 | 0.5 | 0 | 1.6 | 5
Cc1ccc(/C=N\NC(=O)COc2ccc(C)cc2[N+](=O)[O-])cc1 | 5 | -1.4 | 1.1 | 8 | -4 | 0.3 | -1.3 | 0.0 | 3 | 7.0* | 10
O=C(COc1ccc2ccccc2c1)N1CCCC1 | -2 | -0.5 | 7.3 | -1 | 6 | 1.5 | 2.7 | 1.2 | -1 | 0.2 | 1
COc1ccc(CCN(CC(=O)NC2CCCC2)C(=O)CCC(=O)Nc2cc(C)on2)cc1OC | 3 | -0.9 | 0.9 | 4 | 0 | -0.3 | -3.0 | -1.4 | 3 | 2.2 | 7
NS(=O)(=O)c1cccc(NC(=O)Cc2ccc(Cl)c(Cl)c2)c1 | 4 | -1.1 | 1.1 | -4 | -19 | 0.1 | -1.7 | -1.3 | 2 | -0.7 | 14
COc1ccc(-c2nnc3sc(CN4C(=O)c5ccccc5C4=O)nn23)cc1 | -3 | -1.1 | -1.3 | -1 | 5 | 0.6 | 2.3 | 1.0 | 2 | -0.4 | -6
Cc1ccc(CCNC(=O)C2CCCN(c3nc4ccccc4o3)C2)cc1 (centres undefined) | -2 | -2.0 | -2.1 | 0 | -10 | -0.6 | 0.6 | -1.9 | 1 | -0.1 | 2
CCOC(=O)/C(=C/c1c(C)n(C)c2ccc([N+](=O)[O-])cc12)C(C)=O | 1 | -1.4 | -3.2 | 0 | 11 | -0.1 | 2.0 | -3.6 | -6 | 1.6 | 17
Cc1cc2ccccc2n1CCNC(=O)C1CCCC1 | -4 | -0.3 | 2.9 | -40 | -7 | -0.3 | 1.3 | 1.5 | -36 | 0.3 | -4
O=C(CN(C(=O)CNC(=O)c1cccs1)c1cccc(F)c1)NC1CCCCC1 | -3 | -0.8 | -1.0 | -3 | 3 | 0.1 | -1.0 | -2.0 | 0 | -0.8 | -1
O=C(COC(=O)C1CCN(c2ccc(C(F)(F)F)cn2)CC1)Nc1ncc(Cl)cc1Cl | -1 | -0.6 | 4.5 | -4 | 5 | 0.1 | 0.5 | -0.7 | -3 | -0.9 | -8
O=C(NCCS(=O)(=O)N1CCN(c2ccccc2)CC1)C1CCCCC1 | -7 | -1.2 | -1.8 | -2 | 7 | -0.8 | 0.8 | -0.9 | 4 | 0.6 | -12
CCOC(=O)C1=C(C)OC(N)=C(C#N)C1c1ccc(C)o1 (centres undefined) | -7 | -1.6 | 2.5 | -46 | -31 | 1.2 | 0.9 | -0.3 | -39 | 0.8 | -16
Cc1ccc(C(=O)Nc2ccc(C(=O)NCC3CCCO3)cc2)cc1 (centres undefined) | 0 | -1.5 | -0.4 | -6 | -3 | -0.4 | 2.5 | -1.1 | -1 | -1.6 | -5
Cc1c(Cl)cccc1NC(=O)CC1Oc2ccccc2NC1=O (centres undefined) | -9 | 0.1 | -0.2 | -7 | 0 | 0.1 | -0.1 | 2.3 | -2 | 1.6 | -1
O=C(O)CNC(=O)/C(=C\c1ccco1)NC(=O)c1ccco1 | -2 | -1.1 | 4.6 | -15 | -3 | 0.7 | -1.2 | -2.0 | -5 | 2.2 | -15
C/C(=N\NC(=O)c1nnn(-c2nonc2N)c1CN(C)c1ccccc1)c1cccnc1 | -6 | 0.6 | 13* | -19 | 1 | 1.7 | -1.3 | 5.5 | -10 | -0.5 | -19
CCOc1ccccc1N1CN(CC)CNC1=S | 0 | -0.3 | -0.1 | 1 | 4 | 0.2 | -1.4 | -0.7 | 0 | 0.7 | -7
COc1ccc(CN(C(=O)Cc2c[nH]c3ccccc23)C(C(=O)NC2CCCCC2)c2ccc(C)o2)cc1 (centres undefined) | 12* | -1.7 | -2.1 | -2 | -52 | -1.3 | -3.8 | -1.3 | 2 | -0.3 | 26*
CCCC/C(O)=C1\C(=O)CC(C)(C)CC1=NCCCCCC(=O)O | 3 | -1.6 | 5.9 | 3 | 1 | -0.2 | 0.7 | -0.3 | 0 | -2.2 | -1
O=C(c1cccc(F)c1)N1CCC(N2CCCCCC2)CC1 | -4 | -0.9 | -3.6 | 1 | 5 | -1.1 | -1.5 | -1.0 | 1 | -0.2 | -7
COc1ccc(OCC(=O)Nc2ccc(NC(=O)c3ccco3)cc2)cc1 | 0 | -0.7 | 4.5 | 3 | -3 | -0.5 | 0.7 | 1.5 | 1 | 0.6 | 6
CCc1ccc(NC(=O)CCC(=O)N2CCSc3ccccc32)cc1 | 1 | -1.4 | -2.0 | 2 | -18 | -1.1 | -2.3 | -1.6 | 1 | 0.5 | 3
CC1=C(C)C(=O)N(C(C)CCc2ccccc2)C1=O (centres undefined) | -136 | -0.8 | -0.8 | 0 | 4 | 0.2 | 0.1 | -0.3 | -2 | -0.3 | -7
Cc1ccc(Cl)cc1N1CCN(CC(=O)NC2CCCc3ccccc32)CC1 (centres undefined) | 3 | -1.8 | -3.5 | 2 | -5 | 0.5 | 3.0 | -2.9 | -1 | -0.5 | 11
CC(=O)SCCC(=O)N1C(C)CCCC1C(=O)O (centres undefined) | 1 | -0.7 | 0.0 | 5 | 4 | -0.2 | -0.4 | -1.6 | 4 | 0.4 | 6
CC1CCCC(C)N1S(=O)(=O)c1ccc(NC(=O)CNCC2CCCO2)cc1 (centres undefined) | -1 | -1.3 | -1.5 | -1 | 2 | -0.2 | 2.9 | -1.5 | 4 | -0.2 | -1
CN(C(=O)COC(=O)c1cccc(F)c1)c1ccccc1 | -2 | -1.1 | -1.6 | -6 | 0 | 0.3 | -0.1 | -0.8 | -3 | 1.7 | -4
Cc1c(F)cccc1NC(=O)c1ccc2c(c1)CCN2S(C)(=O)=O | -2 | -1.1 | -1.4 | -5 | 1 | -0.4 | 0.0 | 1.2 | -1 | 3.9 | 7
CCCNC(=O)Cn1nc(C(F)(F)F)c2c1CCCC2 | -2 | -0.8 | -1.4 | 4 | 5 | 0.1 | -1.0 | -1.1 | 5 | 0.2 | 8
Cc1nc2c(sc3nc(N4CCOCC4)c4c(c32)CC(C)(C)OC4)c(-c2ccccc2)c1C(=O)O | -8 | -1.4 | -2.7 | -102 | -7 | -0.6 | 0.0 | -1.9 | -70 | 0.6 | -10
COCCSc1nnc(NC(=O)c2ccc(NC(C)=O)cc2)s1 | 5 | -0.6 | 0.0 | -6 | -2 | 0.7 | 2.1 | -1.1 | 1 | 1.7 | 6
COc1ccc(NC(=O)COC(=O)CCC2CCCC2)c(OC)c1 | 1 | -0.3 | -0.3 | -11 | -1 | -3.6 | -0.9 | -1.8 | -4 | -0.3 | -8
Cc1cc(OCc2cc(C(=O)N(C)C(C)c3ccccn3)no2)cc(C)c1Cl (centres undefined) | 5 | 0.0 | 12* | -9 | -20 | 1.2 | 3.1 | 2.8 | -4 | 0.7 | 1
CNc1snc(C)c1C(=O)OC(C)C(=O)Nc1ccccc1 (centres undefined) | -4 | -1.3 | -2.3 | -4 | 6 | -1.5 | 0.4 | 0.1 | 1 | 0.5 | -9
O=C(NCc1ccccc1)c1cc(S(=O)(=O)N2CCOCC2)ccc1F | -1 | -0.7 | 1.7 | -6 | -7 | 0.2 | -1.4 | -2.1 | -3 | -1.8 | -1

Complete entries as entered above:
Results for CNc1snc(C)c1C(=O)OC(C)C(=O)Nc1ccccc1 (centres undefined) → ADAM17 inh: -4; ssDAF12 agonist: -1.3; hgDAF-12 ag: -2.3; PLCb3 inh: -4; sPLA2-III inh: 6; DAX1 inh-1: -1.5; FXN GAA850 act: 0.4; hcDAF-12 act: 0.1; PLC-gamma1 inh: 1; DAX1 inh-2: 0.5; ADAM10 inh: -9
Results for O=C(NCc1ccccc1)c1cc(S(=O)(=O)N2CCOCC2)ccc1F → ADAM17 inh: -1; ssDAF12 agonist: -0.7; hgDAF-12 ag: 1.7; PLCb3 inh: -6; sPLA2-III inh: -7; DAX1 inh-1: 0.2; FXN GAA850 act: -1.4; hcDAF-12 act: -2.1; PLC-gamma1 inh: -3; DAX1 inh-2: -1.8; ADAM10 inh: -1
